From PubChem BioAssay
Kir21 block – blocks the mouse Kir2.1 inward-rectifier potassium channel; HEK293-Kir2.1, FluxOR thallium flux fluorescence; active compounds read low; actives 0.85% (n = 310,000); B-score at 10 µM; P35561; AID 1672;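 active means fluorescence ratio B-score at or below minus 3 SD of library scores, with starting-brightness B-score within 2 SD, cut at about -4.2 in these data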;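 further: channel flux triggered by added potassium and thallium sulfate stimulus; B-score of peak minus minimum fluorescence over baseline after thallium stimulus; more negative B-score means stronger Kir2.1 block with less thallium influx; some compounds called inactive have numbers as strong as hits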
Target sequence (P35561 whole entry, looked up): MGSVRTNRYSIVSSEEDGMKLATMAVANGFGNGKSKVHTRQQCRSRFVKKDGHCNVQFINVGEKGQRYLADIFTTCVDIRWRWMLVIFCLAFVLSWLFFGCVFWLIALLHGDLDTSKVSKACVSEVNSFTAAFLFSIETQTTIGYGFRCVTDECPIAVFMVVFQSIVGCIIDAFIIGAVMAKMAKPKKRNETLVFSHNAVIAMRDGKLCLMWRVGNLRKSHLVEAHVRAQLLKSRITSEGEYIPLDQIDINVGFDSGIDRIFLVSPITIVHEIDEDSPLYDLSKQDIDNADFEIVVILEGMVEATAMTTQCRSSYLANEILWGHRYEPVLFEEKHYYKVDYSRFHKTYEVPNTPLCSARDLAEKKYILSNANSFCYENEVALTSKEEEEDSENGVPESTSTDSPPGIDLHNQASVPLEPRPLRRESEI
CHT block – inhibits the human high affinity choline transporter; B-score at 10 µM; CHT-expressing cells, membrane potential dye, choline response; active compounds read low; actives 0.86% (n = 310,000);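 active means B-score over 3 SD under the library average, and starting fluorescence ratio not unusually high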;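 further: choline stimulus applied at its EC90 after an EC20 pre-addition; B-score computed on integrated fluorescence ratio after choline addition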
An asterisk follows results filed as active.

Results for COc1ccc(C(=O)Nc2c(Cl)cc(Cl)cc2C(=O)N2CCOCC2)cc1 ?
Kir21 block: -0.02; CHT block: inactive

What do the screens show for `Cc1ccc(C)c(NC(=O)CN(C)C(=O)c2cc3c(s2)CCCCC3)c1`?
Kir21 block: -0.55; CHT block: inactive

Results for CCOc1ccccc1NC(=O)/C(C#N)=C/c1c(C)nn(-c2ccc(F)cc2)c1Cl ?
Kir21 block: 2.52; CHT block: inactive

Results for c1ccc2sc(N3CCN(Cc4nnnn4CC4CCCO4)CC3)nc2c1 (stereo not given) ?
Kir21 block: -0.29; CHT block: inactive

Results for COC(=O)c1ccccc1NS(=O)(=O)c1ccc2[nH]c(=O)[nH]c2c1 ?
Kir21 block: -1.43; CHT block: inactive

Results for O=C(NC(=S)Nc1cccc(F)c1)c1cccc([N+](=O)[O-])c1 ?
Kir21 block: 0.86; CHT block: inactive

Results for Cc1ccc(C(=O)NCCc2c[nH]c3ccccc23)s1 ?
Kir21 block: -1.69; CHT block: inactive

What do the screens show for `Cn1c(CN2CCCC2)nc2cc(NC(=O)Nc3ccccc3)ccc21`?
Kir21 block: -0.72; CHT block: inactive

Results for CCN(CC)C(=O)COc1ccc2c(c1)C(=O)CC(C)(C)O2 ?
Kir21 block: -0.66; CHT block: inactive

How did CCCCCCCCc1nc(SC(C)C(=O)O)n[nH]1 (stereo not given) do in these assays?
Kir21 block: 0.79; CHT block: inactive

How did COc1ccc(CCNC(=O)c2c(C)noc2C)cc1 do in these assays?
Kir21 block: -0.4; CHT block: inactive

What do the screens show for `CCOc1cc(C)cc2oc(=O)cc(-c3ccccc3)c12`?
Kir21 block: -2.71; CHT block: inactive

Results for c1ccc(CSc2nnnn2-c2cccc3ccccc23)nc1 ?
Kir21 block: -7.37*; CHT block: inactive

Results for COc1ccccc1N1CCN(C/C(O)=C(\C#N)c2nc(-c3ccccc3)cs2)CC1 ?
Kir21 block: -0.42; CHT block: inactive

Results for CC(C)CC1CC(=O)OC1(C)C(=O)CSc1nc2ccccc2s1 (stereo not given) ?
Kir21 block: 0.7; CHT block: inactive

How did CCn1c2ccc(F)cc2c2nnc(SCCN3CCOCC3)nc21 do in these assays?
Kir21 block: -2.03; CHT block: inactive

Results for COc1ccccc1NC(=O)C(C)Sc1nc2ccccc2c(=O)n1CC1CCCO1 (stereo not given) ?
Kir21 block: 1.25; CHT block: inactive

How did CC(=O)c1cccc(NC(=S)N2CCN(S(=O)(=O)c3ccccc3)CC2)c1 do in these assays?
Kir21 block: 0.22; CHT block: inactive

How did CC(C)CC(NC(=O)c1ccc(Cl)cc1)C(=O)O (stereo not given) do in these assays?
Kir21 block: -0.35; CHT block: inactive

Results for O=C(NCC(=O)N(Cc1ccco1)C(C(=O)NC1CCCCC1)c1cccnc1)c1cccs1 (stereo not given) ?
Kir21 block: -1.04; CHT block: inactive

What do the screens show for `COc1ccc(CCNC(=O)C(=O)N2CCCCC2)cc1OC`?
Kir21 block: 1.38; CHT block: inactive

What do the screens show for `CCOP(=O)(OCC)C(NC(=O)Nc1ccc(Cl)cc1)C(=O)N(CC)CC` (stereo not given)?
Kir21 block: -0.35; CHT block: inactive

Results for O=C(COC(=O)CCCC1=NS(=O)(=O)c2ccccc2N1)Nc1ccccc1 ?
Kir21 block: 0.27; CHT block: inactive

How did CCC1=NN2C(=N)/C(=C\c3ccc(OCCOc4ccccc4OC)cc3)C(=O)N=C2S1 do in these assays?
Kir21 block: 0.1; CHT block: inactive

How did Cc1cc(C)n2nc(SCC(=O)NC3CCCCC3C)nc2n1 (stereo not given) do in these assays?
Kir21 block: 0.22; CHT block: inactive

How did CNc1nc2c(c(=O)[nH]c(=O)n2C)n1CCCc1ccccc1 do in these assays?
Kir21 block: 0.09; CHT block: inactive

What do the screens show for `O=C1C(=O)N(CCN2CCOCC2)C(c2ccccn2)/C1=C(/O)c1ccccc1` (stereo not given)?
Kir21 block: 0.41; CHT block: inactive

How did c1ccc2c(c1)nc1n2CCS1 do in these assays?
Kir21 block: -0.81; CHT block: inactive

How did CC(C)N(C(=O)c1ccc(-c2ccccc2F)cc1)C(C)C do in these assays?
Kir21 block: -0.06; CHT block: inactive

How did Cc1cccc(-n2[nH]c3c4c(ccc3c2=O)C(=O)c2ccccc2C4=O)c1 do in these assays?
Kir21 block: 0.82; CHT block: inactive

In the list so far, ten contain four or more nitrogen atoms.
Results for CCOc1ccccc1NC(=O)/C(C#N)=C/c1c(C)nn(-c2ccc(F)cc2)c1Cl ?
Kir21 block: 2.52; CHT block: inactive

Results for c1ccc2sc(N3CCN(Cc4nnnn4CC4CCCO4)CC3)nc2c1 (stereo not given) ?
Kir21 block: -0.29; CHT block: inactive

What do the screens show for `Cn1c(CN2CCCC2)nc2cc(NC(=O)Nc3ccccc3)ccc21`?
Kir21 block: -0.72; CHT block: inactive

Results for c1ccc(CSc2nnnn2-c2cccc3ccccc23)nc1 ?
Kir21 block: -7.37*; CHT block: inactive

Results for COc1ccccc1N1CCN(C/C(O)=C(\C#N)c2nc(-c3ccccc3)cs2)CC1 ?
Kir21 block: -0.42; CHT block: inactive

How did CCn1c2ccc(F)cc2c2nnc(SCCN3CCOCC3)nc21 do in these assays?
Kir21 block: -2.03; CHT block: inactive

Results for O=C(NCC(=O)N(Cc1ccco1)C(C(=O)NC1CCCCC1)c1cccnc1)c1cccs1 (stereo not given) ?
Kir21 block: -1.04; CHT block: inactive

How did CCC1=NN2C(=N)/C(=C\c3ccc(OCCOc4ccccc4OC)cc3)C(=O)N=C2S1 do in these assays?
Kir21 block: 0.1; CHT block: inactive

How did Cc1cc(C)n2nc(SCC(=O)NC3CCCCC3C)nc2n1 (stereo not given) do in these assays?
Kir21 block: 0.22; CHT block: inactive

How did CNc1nc2c(c(=O)[nH]c(=O)n2C)n1CCCc1ccccc1 do in these assays?
Kir21 block: 0.09; CHT block: inactive

Additional results.
How did O=C(NC1CCCCC1)c1ccc(-c2ccccc2[N+](=O)[O-])o1 do in these assays?
Kir21 block: -0.39; CHT block: inactive

Results for COc1ccccc1C1/C(=C(\O)c2ccc3c(c2)OCCO3)C(=O)C(=O)N1Cc1cccnc1 (stereo not given) ?
Kir21 block: 1.17; CHT block: inactive

Results for Cc1nn(Cc2ccccc2)c(C)c1NC(=O)c1cccs1 ?
Kir21 block: 0.35; CHT block: inactive

Results for CC(NC(=O)c1ccc(Cl)c(Cl)c1)c1ccc(-c2ccccc2)cc1 (stereo not given) ?
Kir21 block: 0.12; CHT block: inactive

What do the screens show for `CC(=O)c1cccc(NC(=O)C(C)N2CCc3ccccc3C2)c1` (stereo not given)?
Kir21 block: -0.92; CHT block: inactive

Results for NC(=O)C1(N2CCCCC2)CCN(C(=O)NC23CC4CC(CC(C4)C2)C3)CC1 ?
Kir21 block: -0.1; CHT block: inactive

Results for CCN(CC)S(=O)(=O)c1cc(C(=O)Nc2cccnc2)ccc1Cl ?
Kir21 block: -0.03; CHT block: inactive

How did COc1ccc(C2=NOC(C(=O)NCCCn3ccnc3)C2)cc1 (stereo not given) do in these assays?
Kir21 block: 0.13; CHT block: inactive

Results for CCOC(=O)CCSCC(=O)Nc1cc(C)on1 ?
Kir21 block: -1.69; CHT block: inactive

What do the screens show for `O=C(CCN1C(=O)COc2ccccc21)NCCCN1CCN(c2ccccc2F)CC1`?
Kir21 block: 0.39; CHT block: inactive
